# Screening data: PubChem BioAssay, National Center for Advancing Translational Sciences (NCATS)
# TDP1 cell noCPT: qHTS for Inhibitors of human tyrosyl-DNA phosphodiesterase 1 (TDP1): qHTS in cells in absence of CPT; AID 686978, 2013; 15% of 420,000 active; DT40 Tdp1-/- hTDP1 cells, no CPT, ATP luminescence, 48 h; Potency, µM (top dose mostly 46.2 µM), for inactives: at the highest dose activity change, negative = growth inhibition, actives largely listed as inhibitors; also: nearly all actives have a fitted effect of over 55% in size
#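 A cellular qHTS used chicken DT40 cells lacking endogenous Tdp1 but carrying stably transfected human TDP1. Compounds were applied without camptothecin, and cell growth kinetics were judged by ATP-dependent luminescence after ≥48 hr.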
# TDP1 cell CPT: growth inhibition of DT40 Tdp1-/-;hTDP1 cells with camptothecin (screen for TDP1 inhibitors); chicken DT40 Tdp1-/-;hTDP1 cells + 20 nM CPT, ATP luminescence, 48 h; Potency, µM (series often up to 46.2 µM), without a hit: at the highest dose activity change, negative = growth inhibition, usual class: inhibitors; 12% of 420,000 active; AID 686979; also: nearly all actives have a fitted effect of over 55% in size
#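 Cell growth measured by CellTiter-Glo luminescence after a minimum 48 h, 37 C compound exposure with 20 nM CPT in Tdp1-knockout DT40 cells stably expressing hTDP1, seeded 400/well; qHTS titration format.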
# TDP1 block: blocks human tyrosyl-DNA phosphodiesterase 1; Potency, µM (top dose mostly 130 µM), for the others: at the highest dose activity change, negative = inhibition, actives largely listed as inhibitors; 0.28% of 350,000 active; recombinant TDP1, AlphaScreen DNA substrate cleavage; Q9NUW8; AID 485290; also: nearly all actives have a fitted effect of over 40% in size
# Target sequence (Q9NUW8 whole entry, looked up): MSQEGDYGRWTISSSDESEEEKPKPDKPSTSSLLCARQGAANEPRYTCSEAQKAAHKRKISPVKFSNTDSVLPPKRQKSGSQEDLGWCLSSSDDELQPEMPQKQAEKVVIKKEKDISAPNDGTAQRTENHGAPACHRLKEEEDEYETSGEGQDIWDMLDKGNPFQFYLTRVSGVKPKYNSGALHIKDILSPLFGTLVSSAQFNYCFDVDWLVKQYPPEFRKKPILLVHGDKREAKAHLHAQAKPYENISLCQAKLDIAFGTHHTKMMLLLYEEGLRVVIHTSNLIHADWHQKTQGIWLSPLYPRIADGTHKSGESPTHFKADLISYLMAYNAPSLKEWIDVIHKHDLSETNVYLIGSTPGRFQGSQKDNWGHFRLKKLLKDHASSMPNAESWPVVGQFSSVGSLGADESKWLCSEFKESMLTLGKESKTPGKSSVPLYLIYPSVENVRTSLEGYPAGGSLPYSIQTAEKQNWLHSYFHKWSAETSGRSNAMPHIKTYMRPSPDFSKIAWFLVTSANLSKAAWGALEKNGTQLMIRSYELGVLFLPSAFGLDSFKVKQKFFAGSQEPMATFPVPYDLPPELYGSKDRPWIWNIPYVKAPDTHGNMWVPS
#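 Recombinant human Tdp1 (E. coli-expressed, 1 nM final) preincubated with compounds 15 min at room temperature, then 5'-biotin/3'-phosphotyrosine-FITC DNA substrate (15 nM final) added for 5 min. AlphaScreen beads (10 ug/ml final) added 10 min; cleavage lowers signal.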
# * marks the source's active call; other numbers are inactive results; ? = inconclusive; . = no result given; & = joins results of further samples; [ ] = another dose, or the depositor's remark. Calls follow the shape of the dose curve; as a rule, active = well fitted curve in the direction sought with a large enough effect; inconclusive = small, poorly fitted or top-dose-only effect, or another doubt; inactive = no such curve, though single readings can be large; an effect the other way counts as inactive or inconclusive. % is scaled to controls: 0 for no effect and ±100 for the full control effect; potency is read from the fitted curve at half-maximal effect.
SMILES,TDP1 cell noCPT,TDP1 cell CPT,TDP1 block
[N-]=[N+]=NC[C@H](Cc1ccccc1)N1CC[C@@H](O)CCC1=O,-3.8%&-12.3%,1.9%&5.1%,.
O=C(N/N=C/C=C/c1ccccc1)c1ccccn1,0.5%,2.9%,6.2%
CN(CC#CCC(c1ccccc1)c1ccccc1)C(C)(C)C,17.8µM*,12.6µM*,-1.0%
CCCc1c(C(=O)N/N=C/c2ccccc2C(F)(F)F)nnn1-c1nonc1N,-8.0%,-19.2%,2.1%
CC(C)c1nc(Cl)c(C#N)c2c1CSC(C)(C)C2,-24.8%,0.7%,-9.5%
Cc1ccccc1OCC(=O)Nc1ccc2nc(SCC(=O)N3CCCC3)sc2c1,14.6µM*,16.4µM*,1.6%
O=C(CSc1nnc2scc(-c3ccc(Cl)cc3)n12)Nc1cccc(C(F)(F)F)c1,?,?,.
O=C(CC(=O)c1ccccc1)Nc1ccc([N+](=O)[O-])cc1,?,23.1µM*,.
O=C(c1cc(-c2ccc(F)cc2)nc2ccccc12)N1CCN(C2CCS(=O)(=O)C2)CC1 (configuration not stated),-24.3%,?,2.2%
COc1cc(NC(=S)N2CCc3ccccc3C2)cc(OC)c1,-2.4%,2.5%,-2.7%
O=C(COC(=O)/C=C/c1ccc(F)cc1)Nc1nnc(-c2ccccc2)o1,-2.4%,-21.9%,2.1%
CC(CCc1ccccc1)NC(=O)c1cncc(Br)c1 (configuration not stated),?,-22.3%,3.6%
COc1cc2nc(N(CCCN(C)C)C(=O)c3ccc(S(=O)(=O)N4CCc5ccccc54)cc3)sc2cc1OC,16.4µM*,?,.
CCn1ccnc1CNC(=O)CC1C(=O)NCCN1Cc1ccc(F)cc1Cl (configuration not stated),1.1%,-1.8%,2.0%
CCCSc1cc(NCCOC(C)=O)c([N+](=O)[O-])c2nonc12,?,-0.5%,0.0%
Cc1csc(-c2cccnc2)n1,-25.6%,1.8%,0.0%
COc1ccccc1/C=C/C(=O)OCC(=O)N1c2ccccc2CC1C (configuration not stated),-12.7%,-27.2%,-3.4%
Cc1ccc(NC(=O)N2CCc3cc(S(=O)(=O)N4CCC(C)CC4)ccc32)cc1C,-22.9%,6.3%,5.1%
Cc1ccc(C(=O)Nc2ccc(OCc3ccccc3)cc2)cc1[N+](=O)[O-],-26.9%,-18.8%,0.0%
CCCn1c(SCC(=O)N2CCCC(C)C2)nnc1-c1cccnc1 (configuration not stated),-15.3%,-10.1%,5.1%
O=C(Cc1cccs1)NNC(=O)C12CC3CC(CC(C3)C1)C2,1.6%,-2.0%,5.9%
CCCc1ccc(S(=O)(=O)N/N=C(/C)c2ccc3c(c2)OCO3)cc1,6.2%,-10.6%,2.1%[56.1 µM]
O=Cc1c(Cl)cccc1Cl,-0.2%,11.4%,1.6%&22.6%&9.9%
CCCCC(=O)Nc1nnc(S(=O)(=O)N(CC)c2ccccc2)s1,2.3%,-4.6%,.
N/C(CC(=O)Nc1ccc(F)c(Cl)c1)=N\OC(=O)c1cccs1,-14.7%,-22.5%,-2.5%
CCOC(=O)c1cn(C2CC2)c2c(F)c(NCCCN(C)C)c(F)cc2c1=O,-0.2%,2.8%,.
Cc1onc(-c2ccccc2Cl)c1C(=O)Nc1cc(=O)n(C)c(=O)n1C,-10.5%,-7.7%,.
CN1CCN(C(=O)CCS(=O)(=O)c2cc3c(cc2Cl)NC(=O)CO3)CC1,-7.3%,-6.8%,.
CCOc1ccc(NS(=O)(=O)c2ccc3c(c2)CCCN3C(=O)C2CCC2)cc1,?,?,9.9%
COc1cccc(CNC(=O)CSc2c3c(nc4ccc(Cl)cc24)CCCC3)c1OC,9.2µM*,7.31µM*,0.0%
Cc1cc(C2(O)C(=O)Nc3ccccc32)ccc1F (configuration not stated),1.9%,-29.8%,.
O=C(CN1CCCCCC1)Nc1ccc(Cl)cn1,-16.2%,-13.3%,3.9%
CC1=NN(c2ccc(Cl)cc2)C(=O)C1C(c1ccccc1O)c1c(C)[nH]n(-c2ccc(Cl)cc2)c1=O (configuration not stated),?,?,5.6%
COc1ccc(Br)cc1-c1nc2c(c(=O)[nH]c(=O)n2Cc2ccccc2)n1C,?,8.0%,3.9%
O=C(Nc1ccccc1C(=O)N1CCCCC1)c1nsc2ccccc12,?,?,-2.7%
O=C(CN(CCc1ccccc1)C(=O)CNS(=O)(=O)c1ccccc1)NCC1CCCO1 (configuration not stated),-9.0%,-3.7%,6.9%

# Arranged by SMILES length (high to low): part of the list above
SMILES,TDP1 cell noCPT,TDP1 cell CPT,TDP1 block
CC1=NN(c2ccc(Cl)cc2)C(=O)C1C(c1ccccc1O)c1c(C)[nH]n(-c2ccc(Cl)cc2)c1=O (configuration not stated),?,?,5.6%
CN1CCN(C(=O)CCS(=O)(=O)c2cc3c(cc2Cl)NC(=O)CO3)CC1,-7.3%,-6.8%,.
CCOC(=O)c1cn(C2CC2)c2c(F)c(NCCCN(C)C)c(F)cc2c1=O,-0.2%,2.8%,.
Cc1cc(C2(O)C(=O)Nc3ccccc32)ccc1F (configuration not stated),1.9%,-29.8%,.
O=C(CN1CCCCCC1)Nc1ccc(Cl)cn1,-16.2%,-13.3%,3.9%

# (continued)
SMILES,TDP1 cell noCPT,TDP1 cell CPT,TDP1 block
CCOC(=O)C1=C[C@@H](c2ccccc2)N(S(=O)(=O)c2ccc(C)cc2)[C@H]1c1ccc(OC)cc1,?,16.4µM*,.
O=C(COc1ccc(-c2nnco2)cc1)N1CCN(S(=O)(=O)c2ccccc2)CC1,?,?,1.0%
Cc1ccc(Oc2nc3ccccc3n3c(C)nnc23)cc1,-4.4%,-14.2%,3.1%
CCc1ccccc1NS(=O)(=O)c1ccc(-c2coc(C)n2)cc1,?,?,4.4%
c1csc(-c2noc(CN3CCOCC3)n2)c1,-0.8%,1.3%,5.7%
CCOC(=O)C1CCCN(c2c(N3CCN(C4CCCCC4)CC3)c(=O)c2=O)C1 (configuration not stated),-12.5%,6.9%,2.9%
Cc1ccc(-n2c(=O)[nH]c3cc(C(=O)NC4CCN(Cc5ccccc5)CC4)ccc3c2=O)cc1,-19.3%,-25.8%,1.9%
C/C(=N\NC(=S)NCc1ccccc1)c1ccc(C)o1,5.17µM*,?,5.5%
CCC(=O)Nc1nnc(SCC(=O)c2ccc3c(c2)Cc2ccccc2-3)s1,-28.9%,?,1.5%
c1ccc(COc2cccc(-c3cc4nc(NCCCn5ccnc5)ccn4n3)c2)cc1,14.6µM*,?,.
Cc1ccc(C)c(OCCC(=O)OCC(=O)Nc2ccc(C)c(S(=O)(=O)N3CCCCC3)c2)c1,-1.4%,-26.6%,.
c1ccc(-n2nnnc2NCCc2c[nH]c3ccccc23)cc1,-18.1%,-28.5%,4.0%
N#CCc1ccnc2ccccc12,-18.8%,?,.
O=C(CCNS(=O)(=O)c1cccc2nsnc12)NCCc1ccccc1,-14.0%,-13.8%,4.3%
C=CCSc1ncnc2sc(C)c(C)c12,-16.3%,-22.0%,0.0%
Cc1cc(C)cc(-n2nnc(C(=O)NCc3ccc4c(c3)OCO4)c2N)c1,-14.9%,2.6%,1.1%
CCN(CC)CCCN(Cc1cc2cc3c(cc2[nH]c1=O)OCCO3)C(=O)Nc1ccccc1,?,?,-3.1%
S=C(Nc1ccc(Br)cc1Cl)NC1CCN(Cc2ccccc2)CC1,7.31µM*,18.4µM*,-1.2%
CCN(CC)CC(=O)N1c2ccccc2Oc2c(c(=O)n(C)c(=O)n2C)C1c1cccc([N+](=O)[O-])c1 (configuration not stated),-27.1%,-19.5%,1.9%
COc1ccc(-c2cc(C(F)(F)F)nc(NCc3ccccc3)n2)cc1,?,25.9µM*,-5.9%
CC(=O)c1cccc(NC(=O)COc2ccccc2C(=O)Nc2ccccc2)c1,?,?,.
COC1=CC(=Cc2c(N)n3nc(CC(=O)N4CCCCC4)sc3nc2=O)C=C(OC)C1=O,14.0%,-4.3%,0.2%
O=C(NCc1nc2ccccc2[nH]1)C1=C[C@@H](c2csc3ccccc23)C[C@@H](OCc2ccc(CO)cc2)O1,20.6µM*,?,6.4%
CCOC(=O)CSc1nc2sc3c(c2c(=O)n1-c1ccc(OC)cc1)CC(C(C)C)OC3 (configuration not stated),-19.5%,-1.9%,.
CN(C)C(=O)CSc1nnc(C23CC4CC(CC(C4)C2)C3)o1,-10.7%,-19.7%,2.2%
CNC(=O)C(C)c1ncc(C(F)(F)F)cc1Cl (configuration not stated),-9.9%,-11.2%,2.7%
CCOC(=O)C1=CN(Cc2ccco2)S(=O)(=O)N(CC)C1c1ccc(F)c(Cl)c1 (configuration not stated),?,?,-0.8%[56.1 µM]
Cc1cccc(CSCCNC(=O)c2ccc(CN3CCOCC3)cc2)c1,?,?,3.5%
COc1cccc(NC(=O)CN(C)C(=O)c2cc(C)oc2C)c1,24.2%,2.0%,1.3%
O=C(Nc1nccs1)C1C2CC3OC(=O)C1C3C2 (configuration not stated),-14.8%,2.0%,0.0%
COc1ccc(NC(=O)COC(=O)CCCOc2ccc(Cl)cc2Cl)cc1Cl,-3.4%,-6.5%,2.8%
COC(=O)c1ccccc1NC(=O)CN1CCC(C(=O)c2ccc3c(c2)OCCO3)CC1,?,?,-4.1%
Cc1ccc(NCc2nc3ccccc3n2CCOc2ccccc2C)cc1,?,?,14.7%
Cc1ccc(S(=O)(=O)N2CCC(c3nnc(-c4cccc(C)c4)o3)CC2)cc1,3.66µM*,3.66µM*,3.8%
O=C(c1ccccc1NS(=O)(=O)c1cccs1)N1CCCC1,-5.5%,-21.7%,1.9%
O=c1c(Cc2c(F)cccc2Cl)c(O)ccn1CCc1ccccn1,4.0%,-19.1%,-5.1%
COC(=O)[C@@H]1CCCN1C(=O)c1c(OC)cc(=O)n2c1CCN(Cc1c(C)[nH]c3ccccc13)CC2,?,?,.
O=C1N=C(N2CCN(c3ccccc3)CC2)S/C1=C\c1cn[nH]c1-c1ccccc1,13µM*,20.6µM*,-2.7%
CC(NCC(=O)Nc1ccccc1C(=O)NC1CC1)c1cccc(C(F)(F)F)c1 (configuration not stated),?,?,0.7%
CC1(c2ccccc2)CC(C)(C)n2c(O)c(C3=NC(=S)NC3=O)c3cccc1c32 (configuration not stated),23.1µM*,?,.
Cc1c(Cl)sn(-c2ccc(Cl)cc2)c1=O,0.0259µM*,0.259µM*,-1.2%
CCN1CCN(C(c2cccs2)C(C)NC(=O)CC(C)C)CC1 (configuration not stated),-20.0%,1.4%,-1.0%
COc1ccc(C(=O)C[n+]2ccccc2C)cc1,20.6µM*,16.4µM*,2.7%
COc1ccc(S(=O)(=O)Nc2ccc(-n3cnnn3)cc2)cc1Br,-23.1%,?,2.0%
Cc1ccc(NC(=O)CNC(=O)C23CC4CC(CC(C4)C2)C3)nc1,-16.3%,?,.
CCCNC(=O)c1onc(CS(=O)(=O)c2cc(C)cc(C)c2)c1C(=O)NCCC,-39.5%,?,-0.3%
OC(CNC1CCCCCC1)COc1cccc2ccccc12 (configuration not stated),13µM*,16.4µM*,.
CCS(=O)(=O)c1ccc2oc(SCC(=O)NC34CC5CC(CC(C5)C3)C4)nc2c1,13µM*,?,1.4%
Cc1ccc(-n2nc(C)c3c(C(=O)NCCc4ccccc4)cc(C)nc32)cc1,?,?,2.1%
CO[C@H]1[C@H](NC(=O)c2ccco2)c2ccccc2C12CCN(Cc1cc(Cl)ccc1O)CC2,23.1µM*,-0.5%[9.04 µM],.
CCOc1ccc(C(=O)OCC(=O)Nc2ccc(SC(F)F)cc2)cc1OCC,-20.7%,-19.7%,2.6%
Cc1ccc(C)c(CSc2nc3ccncc3n2Cc2nc(-c3ccccc3Cl)oc2C)c1,?,20.6µM*,7.6%
COc1ccc(CN(C)C(=S)Nc2ccc(Cl)cc2Cl)cc1,?,?,0.0%
COc1cccc(CNC(=O)Cn2ccc([N+](=O)[O-])n2)c1,-3.0%,-6.4%,.
Cc1ccc(-n2nnc3c(=O)n(CC(=O)N4CCC(C)CC4)cnc32)cc1,?,-16.3%,3.9%

# 3 records drawn at random from those above:
SMILES,TDP1 cell noCPT,TDP1 cell CPT,TDP1 block
Cc1ccc(-n2nc(C)c3c(C(=O)NCCc4ccccc4)cc(C)nc32)cc1,?,?,2.1%
COc1cccc(CNC(=O)Cn2ccc([N+](=O)[O-])n2)c1,-3.0%,-6.4%,.
Cc1ccc(-n2nnc3c(=O)n(CC(=O)N4CCC(C)CC4)cnc32)cc1,?,-16.3%,3.9%

# Outcome played no part in choosing rows. Share with any hit: about 18%.
